High-throughput results deposited in PubChem BioAssay by several laboratories.
MT1-MMP act inh: blockers of MT1-MMP proenzyme processing, primary screen, HT1080 RFP-PRO-GFP cells, GFP/RFP fluorescence; Matrix metalloproteinase-14 (Homo sapiens), P50281; GFP/RFP ratio fluorescence, overnight; percent of plate control window, DMSO zero; GFP/RFP ratio change, % at 20 µM; 0.061% of 360,000 active; AID 651647, 2012;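 active = GFP/RFP ratio change of at least 30% with cell ATP level not reduced by more than half and red fluorescence within 50% of control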; also: strong numbers were not always called active
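Read-out: GFP/RFP fluorescence ratio; Test system: RFP-PRO-GFP reporter HT1080 cells; Compound dosing: single-point 20 µM compound, 1% DMSO; Times: overnight compound exposure at 37 °C.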
MsrA inhibitor: bovine MsrA enzyme inhibitors, primary screen, biochemical, absorbance, HTS. Methionine sulfoxide reductase A (Bos taurus). inhibition, % at 15.5 µM. AID 651718, 2012. purified bovine MsrA, absorbance read-out. 0.75% of 360,000 active; in the data active = inhibition above about 4.5%;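 also: 0% = vehicle wells with enzyme and 100% = reference inhibitor wells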
FAS TE block: FAS thioesterase domain inhibitors, primary screen, biochemical, fluorescence intensity, uHTS; recombinant FAS-TE, OMFH fluorogenic substrate, fluorescence endpoint; inhibition, % at 15 µM; 0.67% of 360,000 active;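 active = compounds whose normalised, plate-corrected inhibition of enzyme fluorescence in the single-dose primary screen is 50% or more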;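 also: 0% = DMSO with enzyme and 100% = substrate without enzyme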
Target sequence (P49327 whole entry, looked up, the tested form may be a part): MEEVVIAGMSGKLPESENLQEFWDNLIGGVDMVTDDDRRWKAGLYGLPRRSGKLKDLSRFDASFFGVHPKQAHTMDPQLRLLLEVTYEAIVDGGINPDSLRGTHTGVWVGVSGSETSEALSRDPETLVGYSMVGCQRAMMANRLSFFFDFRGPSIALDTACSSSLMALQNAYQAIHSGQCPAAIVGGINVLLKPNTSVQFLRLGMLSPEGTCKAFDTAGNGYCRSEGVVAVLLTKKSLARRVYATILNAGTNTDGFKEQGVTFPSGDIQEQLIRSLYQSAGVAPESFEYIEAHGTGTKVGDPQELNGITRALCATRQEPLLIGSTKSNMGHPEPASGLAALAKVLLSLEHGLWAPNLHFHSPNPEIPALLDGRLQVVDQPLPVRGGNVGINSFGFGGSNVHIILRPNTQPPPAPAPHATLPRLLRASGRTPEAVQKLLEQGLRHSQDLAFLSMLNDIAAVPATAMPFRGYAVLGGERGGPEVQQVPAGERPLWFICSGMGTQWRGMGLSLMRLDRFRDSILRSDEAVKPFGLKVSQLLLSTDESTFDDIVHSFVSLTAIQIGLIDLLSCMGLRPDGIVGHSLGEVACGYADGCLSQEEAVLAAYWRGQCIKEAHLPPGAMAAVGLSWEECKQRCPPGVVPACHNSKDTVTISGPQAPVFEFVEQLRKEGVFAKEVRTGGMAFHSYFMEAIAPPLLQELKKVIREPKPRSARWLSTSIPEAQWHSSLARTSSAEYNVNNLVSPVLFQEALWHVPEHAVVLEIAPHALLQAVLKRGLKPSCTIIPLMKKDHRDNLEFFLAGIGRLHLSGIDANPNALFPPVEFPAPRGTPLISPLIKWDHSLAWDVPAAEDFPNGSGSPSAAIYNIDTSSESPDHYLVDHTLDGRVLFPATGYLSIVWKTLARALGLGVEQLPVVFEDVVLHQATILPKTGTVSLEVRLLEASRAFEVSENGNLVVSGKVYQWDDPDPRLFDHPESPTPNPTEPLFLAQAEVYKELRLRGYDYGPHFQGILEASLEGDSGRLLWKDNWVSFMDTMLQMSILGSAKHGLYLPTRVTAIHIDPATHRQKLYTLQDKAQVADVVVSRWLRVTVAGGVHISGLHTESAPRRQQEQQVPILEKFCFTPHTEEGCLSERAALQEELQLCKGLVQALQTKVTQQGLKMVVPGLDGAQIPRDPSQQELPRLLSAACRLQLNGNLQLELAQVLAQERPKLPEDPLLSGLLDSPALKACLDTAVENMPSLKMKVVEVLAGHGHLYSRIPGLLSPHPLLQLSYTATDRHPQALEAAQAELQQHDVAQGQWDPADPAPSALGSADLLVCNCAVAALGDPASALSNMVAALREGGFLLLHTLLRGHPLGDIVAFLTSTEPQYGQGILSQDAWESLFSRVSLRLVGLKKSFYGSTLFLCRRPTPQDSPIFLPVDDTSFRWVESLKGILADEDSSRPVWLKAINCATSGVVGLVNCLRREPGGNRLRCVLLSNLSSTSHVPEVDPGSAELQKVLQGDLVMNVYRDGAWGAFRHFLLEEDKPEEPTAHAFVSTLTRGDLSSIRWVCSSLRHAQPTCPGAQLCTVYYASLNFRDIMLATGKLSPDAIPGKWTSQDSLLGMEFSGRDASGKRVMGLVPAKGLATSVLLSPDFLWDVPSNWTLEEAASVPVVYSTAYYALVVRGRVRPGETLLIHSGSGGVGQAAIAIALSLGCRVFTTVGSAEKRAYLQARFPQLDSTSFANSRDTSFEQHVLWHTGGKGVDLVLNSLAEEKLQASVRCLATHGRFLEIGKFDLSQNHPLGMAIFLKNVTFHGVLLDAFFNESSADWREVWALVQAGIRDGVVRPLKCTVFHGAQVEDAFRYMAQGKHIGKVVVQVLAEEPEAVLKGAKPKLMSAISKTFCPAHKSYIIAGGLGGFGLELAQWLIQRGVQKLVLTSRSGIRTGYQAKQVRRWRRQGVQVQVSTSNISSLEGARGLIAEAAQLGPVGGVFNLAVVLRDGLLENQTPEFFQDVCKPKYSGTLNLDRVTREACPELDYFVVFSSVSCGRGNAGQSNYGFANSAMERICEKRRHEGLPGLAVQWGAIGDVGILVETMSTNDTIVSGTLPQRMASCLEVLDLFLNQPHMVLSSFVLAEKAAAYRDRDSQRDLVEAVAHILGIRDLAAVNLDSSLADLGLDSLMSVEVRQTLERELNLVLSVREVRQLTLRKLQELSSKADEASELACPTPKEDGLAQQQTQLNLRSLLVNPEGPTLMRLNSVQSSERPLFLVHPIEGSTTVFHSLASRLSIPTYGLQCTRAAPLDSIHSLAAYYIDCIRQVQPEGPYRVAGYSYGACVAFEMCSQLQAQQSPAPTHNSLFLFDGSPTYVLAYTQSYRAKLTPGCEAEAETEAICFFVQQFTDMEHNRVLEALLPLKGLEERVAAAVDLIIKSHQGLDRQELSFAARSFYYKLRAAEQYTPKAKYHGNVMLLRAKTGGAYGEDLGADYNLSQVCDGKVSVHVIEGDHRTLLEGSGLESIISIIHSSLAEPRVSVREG
SKN-1 inh: suppressors of acrylamide-induced Pgst-4::GFP reporter in worms, primary screen, SKN-1 inhibitor project, whole organism, uHTS, GFP/RFP fluorescence ratio, strain VP596; C. elegans VP596 Pgst-4::GFP/RFP ratio, 24 h; inhibition, % at 21.8 µM; 0.49% of 360,000 active;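 active = interference check ratio from 0.5 to 1.5 plus GFP to RFP signal ratio inhibition reaching or exceeding a fixed threshold, cut at about 30% in these data, passing the limit was not always enough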; also: some compounds called inactive have numbers as strong as hits
Tb MetRS inh: T. brucei MetRS inhibitors, primary screen, biochemical, luminescence | 0.4% of 360,000 active | inhibition, % at 11.9 µM | methionyl-tRNA synthetase (Trypanosoma brucei brucei) | purified T. brucei MetRS, ATP depletion, Kinase-Glo luminescence;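 active = inhibition above a per-plate cutoff of the control wells' mean inhibition plus 3 SD, cut at about 5.5% in these data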;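 also: 0% = DMSO wells median and 100% = median of wells with control inhibitor compound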
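technique = Kinase-Glo luminescence, ATP depletion format | system = purified MetRS (methionyl-tRNA synthetase) enzyme from Trypanosoma brucei | timing = 15 min preincubation, 2 h reaction, all 25 °C | evaluation = percent inhibition versus plate control medians | dosing = single dose, 11.9 µM final nominal, 0.9% final DMSO | also added = substrates ATP, L-methionine and bulk Escherichia coli tRNA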
MsrA act: bovine MsrA enzyme activators, primary screen, biochemical, absorbance, HTS | Methionine sulfoxide reductase A (Bos taurus) | purified bovine MsrA, absorbance read-out | activation, % at 10.6 µM | 0.3% of 360,000 active | AID 602163, 2012; in the data active = activation above about 7.5%;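 also: 0% = vehicle and 100% = reference activator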
PABP1 MLLE inh: inhibitors of PABP1 MLLE–PAM2 peptide binding, primary screen, biochemical, fluorescence polarization, FITC-PAM2, GST-MLLE | Polyadenylate-binding protein 1 (Homo sapiens), P11940 | AID 588489, 2011 | 0.36% of 360,000 active | inhibition, % at 20 µM; in the data active = inhibition above about 35%, passing the limit was not always enough;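 also: plate controls were DMSO wells with GST-MLLE for no effect and wells lacking GST-MLLE protein for full effect; some results filed as inactive read as strong as hits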
E coli Lon inh: inhibitors of E. coli Lon protease, primary screen, biochemical, fluorescence polarization; 0.42% of 360,000 active; AID 602123, 2011; P0A9M0; purified E. coli Lon protease; inhibition, % at 7.94 µM; in the data active = inhibition above about 13%, passing the limit was not always enough;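 also: 0% = enzyme with probe and DMSO and 100% = no enzyme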
CendR NRP1 mod: modulators of CendR peptide binding to NRP-1, primary screen, biochemical, fluorescence polarization, uHTS | inhibition, % at 25 µM | FAM-RPARPAR peptide binding to NRP-1 | 0.85% of 360,000 active | Neuropilin-1 (Homo sapiens), O14786 | AID 602438, 2012;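 active = inhibition or corrected inhibition above about 18%, plus a signal ratio from 0.5 to 1.5, limit read from the data, passing the limit was not always enough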; also: strong numbers were not always called active
* hit, by the source's call; + = active, no number.

SMILES	MT1-MMP act inh	MsrA inhibitor	FAS TE block	SKN-1 inh	Tb MetRS inh	MsrA act	PABP1 MLLE inh	E coli Lon inh	CendR NRP1 mod
N#Cc1ccc(NC(=O)Cn2cnc(S(=O)(=O)N3CCCCC3)c2)cc1	0	-1.2	-1	15	-1.2	-2	11	-3	5
CC1(C)Cc2c(sc3c2c(=N)n(Cc2ccco2)c(=O)n3CC(=O)Nc2ccccc2)CO1	-6	0.1	8	-12	-0.3	-11	-90	-7	-13
CN(Cc1nc(-c2ccccn2)no1)S(=O)(=O)c1ccc(Cl)cc1	-2	0.3	4	12	-0.8	0	-15	4	13
Cc1[nH]c2ccccc2c1-c1csc(NC(=O)CSCCO)n1	3	0.2	-6	13	0.0	-3	13	0	11
COc1ccccc1NC(=O)Nc1ccccc1C#N	-5	1.2	-5	11	0.4	1	-18	0	3
O=C(CSc1nnc(-c2cccnc2)n1Cc1ccccc1)NCc1ccccc1	-1	1.2	-9	0	-0.5	-3	7	-6	6
CCOC(=O)Cn1nc(C)cc1NC(=O)c1cc(OC)c(OC)c(OC)c1	12	0.0	-3	-3	0.2	-3	-5	-7	8
Cc1cc(C)c2nc(-n3nc(C)cc3N)cc(C)c2c1	-2	0.4	1	-2	0.0	-3	12	-4	-4
O=S(=O)(c1ccccc1C(F)(F)F)N1CCN(CC(O)COc2ccccc2F)CC1 (stereo not drawn)	0	-0.4	12	13	-1.8	-1	-4	-1	0
Cc1ccc(Cl)c2c1NC(=O)C2(O)CC(=O)c1ccc(Br)cc1 (stereo not drawn)	-15	0.3	0	19	0.5	-1	1	-4	-5
CC(C)CCNC(=O)C1CC(c2ccccc2[N+](=O)[O-])=NO1 (stereo not drawn)	-2	-0.4	-6	11	-0.4	-7	-5	-6	-2
CCCCNC(=O)C1(C)CCCCN1C(=O)c1c(F)ccc(C)c1F (stereo not drawn)	-5	0.4	-1	9	-0.1	-1	4	-1	-2
CC1=C(C(=O)OC(C)C)C(c2cncc(-c3ccc(F)cc3)c2)C(C#N)=C(N)O1 (stereo not drawn)	1	0.4	8	10	0.1	0	-14	1	-8
O=C1C(NS(=O)(=O)c2cccs2)=C(N2CCN(Cc3ccccc3)CC2)C(=O)c2ccccc21	4	-0.6	14	11	0.1	7	4	15	2
CC(=NCC1CCCO1)c1c(O)[nH]c(=O)[nH]c1=O (stereo not drawn)	-1	0.9	-4	-11	-1.1	-5	5	8	-6
COc1ccc(NC(=O)c2sc(=O)n(Cc3ccccc3C#N)c2C)cc1OC	-5	-0.7	-3	-2	-0.4	-2	4	2	-24
O=c1[nH]c(N/N=C\c2ccc(F)cc2)nc2ccccc12	6	1.4	-2	-2	-1.2	-6	-48	-4	8
CCOc1cc(/C=N/NC(=O)c2ccc(CN3CCOCC3)cc2)ccc1OC	0	5.3*	-4	-1	-2.4	-12	-6	-3	1
O=C(NC(=S)N1CCN(c2ccccc2)CC1)c1ccccc1	2	-0.1	4	-1	0.4	-1	-41	-7	-14
Nc1nc(Cl)c(C=O)c(N2CCCCC2)n1	-2	0.6	-2	9	0.1	-4	2	5	-3

Record cards, from the list above. Order of screens: MT1-MMP act inh, MsrA inhibitor, FAS TE block, SKN-1 inh, Tb MetRS inh, MsrA act, PABP1 MLLE inh, E coli Lon inh, CendR NRP1 mod
CCOC(=O)Cn1nc(C)cc1NC(=O)c1cc(OC)c(OC)c(OC)c1 is entered as 12, 0.0, -3, -3, 0.2, -3, -5, -7, 8
Cc1[nH]c2ccccc2c1-c1csc(NC(=O)CSCCO)n1 is entered as 3, 0.2, -6, 13, 0.0, -3, 13, 0, 11
CCCCNC(=O)C1(C)CCCCN1C(=O)c1c(F)ccc(C)c1F (stereo not drawn) is entered as -5, 0.4, -1, 9, -0.1, -1, 4, -1, -2
O=c1[nH]c(N/N=C\c2ccc(F)cc2)nc2ccccc12 is entered as 6, 1.4, -2, -2, -1.2, -6, -48, -4, 8
Nc1nc(Cl)c(C=O)c(N2CCCCC2)n1 is entered as -2, 0.6, -2, 9, 0.1, -4, 2, 5, -3

(list continues)
SMILES	MT1-MMP act inh	MsrA inhibitor	FAS TE block	SKN-1 inh	Tb MetRS inh	MsrA act	PABP1 MLLE inh	E coli Lon inh	CendR NRP1 mod
COCc1cc(CN2CCCC(C(=O)Nc3cccc(-n4cnnn4)c3)C2)ccc1OC (stereo not drawn)	-3	0.3	-5	19	0.0	1	-3	-5	-1
COc1cccc(-c2ccc3c(c2)C2CC3CCN2C(=O)c2ccc(-c3ccccc3)cc2)c1 (stereo not drawn)	-7	-0.9	22	20	-0.4	-3	5	-2	5
Cc1cccc(C)c1NC(=S)NC(=O)CCc1ccccc1	-3	0.5	12	8	-0.1	-1	24	-6	2
CCN(CC(=O)NCc1cccs1)C(=O)CCOc1ccccc1C	2	-1.4	-4	-37	-0.5	-4	-7	3	8
COc1ccc(-n2nc3c(c2NC(=O)c2ccc(S(=O)(=O)N4CCOCC4)cc2)CS(=O)C3)cc1 (stereo not drawn)	-2	-0.9	-11	8	-0.4	-10	-10	0	0
COC(=O)c1ccc(Nc2ncnc3sccc23)cc1	-3	1.3	5	25	-0.3	-2	-6	0	-8
NC(=O)C1(Nc2ccc(Cl)cc2)CCCC1	1	0.7	-5	3	-0.6	-4	-3	-5	13
COC(=O)c1nnn(-c2nc(N3CCOCC3)nc(N3CCOCC3)n2)c1C	-3	-1.6	-2	2	-0.1	-9	-5	8	-6
Cn1c(=O)cc2c3c(c(N4CCCCC4)ccc31)C(=O)c1ccccc1-2	26	0.6	-29	73	-0.7	-12	113	+	58*
CCOC(=O)c1c(-c2ccc(C)cc2)csc1NC(=O)c1cccc(N2C(=O)CCC2=O)c1	-2	0.6	-7	2	-0.5	-2	-1	-1	8
CCCCCCCC(=O)OC(CN1CCCCCC1)CN1CCCC1=O (stereo not drawn)	0	-0.6	-4	0	-0.1	-4	6	-5	1
COc1ccc(C2/C=C\CN(C(=O)CC(C)(C)C)CC(=O)N2Cc2ccc(F)cc2)cc1 (stereo not drawn)	-3	0.3	10	5	0.5	-5	5	10	13
CCc1cc[n+](C2=C([O-])c3ccccc3C(=O)/C2=N\S(=O)(=O)c2cccs2)cc1	-2	1.8	3	16	0.8	1	-36	12	14
CCCC(NC(=O)c1ccco1)c1nc2ccccc2[nH]1 (stereo not drawn)	4	-1.5	-8	16	0.2	-1	-32	1	-16
O=C(O)/C=C\C(=O)N1CCc2ccccc21	1	0.1	-7	1	-0.1	-1	-6	-7	-9
CCOC(=O)c1cnc2ccc(OCC)cc2c1NCCCN1CCOCC1	4	1.7	0	7	0.1	1	9	-16	-3
CCCn1c(C)cc(C(=O)CN2C(=O)c3cccc(N)c3C2=O)c1C	-3	1.3	-3	14	-0.2	-3	12	16	6
CCOC(=O)[C@H]1[C@H]2COc3ccc(OC)cc3[C@@H]2N2C(=O)CN(Cc3ccc(Cl)cc3)C(=O)[C@@]12C	-9	0.8	3	8	0.7	0	16	-5	-5
O=C(Nc1ccc(F)c(Cl)c1)NC1CC1	2	-0.5	-6	1	-0.5	-3	-12	3	-3
CCOC(=O)C1(C)CCCCCN1C(=O)c1snnc1C (stereo not drawn)	0	0.1	-3	5	-0.3	-7	9	2	-3
O=C(Nc1ccc2c(c1)OCO2)C1CCN(S(=O)(=O)c2cccc3cccnc23)CC1	-15	-1.1	-1	-2	-0.3	-9	0	-3	8
Cc1c(C#N)c(NC(=O)CCl)n(Cc2ccccc2)c1C	-2	-2.0	0	7	0.0	-1	-20	0	-14
Cc1nc(=O)c(-c2ccccc2)c(C)n1-c1cccc(/C=C/C(=O)O)c1	2	-0.1	-6	-13	-1.0	-6	7	-1	-2
O=C1COc2ccc(C(=O)CSc3nnc(-c4cccs4)n3Cc3ccccc3)cc2N1	-1	0.5	1	12	-0.2	-2	-118	6	-10
Fc1cccc(NC(=S)N2CCn3cccc3C2c2cccnc2)c1 (stereo not drawn)	-4	-0.2	-5	6	-0.1	-3	14	-10	3
CC(=O)OCC1OC(OC(C)=O)C(NC(=O)Cc2ccccc2)C(OC(C)=O)C1OC(C)=O (stereo not drawn)	0	0.4	-3	-3	2.0	-2	2	3	-4
O=C(COc1cc(F)ccc1[N+](=O)[O-])Nc1ccc(N2CCOCC2)cc1	-1	-1.4	-4	-1	0.1	-1	-11	6	-9
COc1ccccc1N1CCN(/N=C/c2cccc(OC)c2O)CC1	1	-1.1	6	-14	0.4	-1	23	5	-4
O=Cc1cccc(OC(=O)/C=C/c2ccco2)c1	-2	1.8	2	-5	-0.1	-2	0	-5	-32
Cc1nc(-c2nc(-c3c(C(=O)NN)noc3C)cs2)cs1	-2	0.1	-3	1	-1.1	-12	0	-4	-2
Cc1noc(C)c1NC(=O)Nc1ccc2c(c1)C(=O)N([C@H](C)CO)C[C@H](C)[C@@H](CN(C)S(=O)(=O)c1ccc(F)cc1)O2	3	-1.2	-4	-16	0.0	-1	8	-1	-11
O=C(CN(C(=O)c1csnn1)c1ccc2c(c1)OCCO2)NCc1ccccc1	-3	-0.1	-2	-13	-0.9	-12	7	-7	3
CN1C(=O)CSC1=Nc1ccc(Br)cc1	1	-0.1	-3	-12	-0.3	-4	-7	-21	3
O=C(COc1ccc(-n2cnnn2)cc1)Nc1ccc(F)c(F)c1F	2	0.7	-3	13	-0.5	0	-5	7	11
CN(C)S(=O)(=O)c1ccc(C(=O)Nc2nc(-c3ccccc3)c(C(=O)c3ccccc3)s2)cc1	2	-0.3	38	2	-2.1	-10	-11	-3	8
CCOP(=O)(OCC)c1nc(-c2ccc(Cl)cc2Cl)oc1N1CCCCC1	-5	0.8	9	10	0.2	0	-1	3	2
CC(C)C[C@H](NC(=O)[C@@H]1Cc2ccccc2CN1)C(=O)Nc1ccc(C(C)C)cc1	-1	0.1	3	-8	-0.5	-6	1	2	1
CCc1ccc(NC(=O)Nc2ccncc2)cc1	3	1.3	-4	10	-0.4	-3	-4	-8	8
CCOC(=O)c1csc(-c2ccc3c(c2)CCO3)n1	-1	-0.2	1	28	-0.3	-3	0	-1	7
COCCCNC(=O)C1CCN(S(=O)(=O)c2c(C)noc2/C=C\c2ccc(OC)cc2)CC1	3	2.0	-10	-3	-1.0	-6	0	1	-10
COc1ccc(C(=O)NCCS(=O)(=O)N2CCCCCC2)cc1	1	-0.2	-10	-4	-0.4	-4	0	-2	10
CC(C)O/C(=N\S(=O)(=O)c1ccc(Cl)cc1)c1ccccc1	-3	0.4	18	-16	-0.6	-5	8	4	-19
Cc1ccc(F)cc1NC(=O)COC(=O)C1CCN(c2ccc(C(F)(F)F)cn2)CC1	1	-0.2	22	4	-0.3	-2	-31	-2	-4
COC(=O)[C@H]1C[C@@H]1[C@H](NC(=O)c1cnccn1)c1ccccc1	2	-1.0	-12	-6	-0.3	-2	10	8	3
